MITF inh – inhibitors of human MITF | inhibition, % at 2.6 µM | AID 1259374 | AlphaScreen MITF homodimerization, bead proximity signal | actives 0.91% (n = 650,000); in the data active = inhibition above about 50%;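 note: 0% = vehicle wells with protein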
FBW7 activator – activators of human E3 ligase FBW7. AID 1259310. AlphaScreen FBW7–phospho-cyclin E peptide binding, activator screen. actives 0.13% (n = 650,000). normalized activity (activation), % at 26.1 µM. Q969H0; in the data active = normalized activity above about 1.9%;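 note: purified mutant Fbw7 with reduced substrate affinity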
Target sequence (Q969H0 whole entry, looked up): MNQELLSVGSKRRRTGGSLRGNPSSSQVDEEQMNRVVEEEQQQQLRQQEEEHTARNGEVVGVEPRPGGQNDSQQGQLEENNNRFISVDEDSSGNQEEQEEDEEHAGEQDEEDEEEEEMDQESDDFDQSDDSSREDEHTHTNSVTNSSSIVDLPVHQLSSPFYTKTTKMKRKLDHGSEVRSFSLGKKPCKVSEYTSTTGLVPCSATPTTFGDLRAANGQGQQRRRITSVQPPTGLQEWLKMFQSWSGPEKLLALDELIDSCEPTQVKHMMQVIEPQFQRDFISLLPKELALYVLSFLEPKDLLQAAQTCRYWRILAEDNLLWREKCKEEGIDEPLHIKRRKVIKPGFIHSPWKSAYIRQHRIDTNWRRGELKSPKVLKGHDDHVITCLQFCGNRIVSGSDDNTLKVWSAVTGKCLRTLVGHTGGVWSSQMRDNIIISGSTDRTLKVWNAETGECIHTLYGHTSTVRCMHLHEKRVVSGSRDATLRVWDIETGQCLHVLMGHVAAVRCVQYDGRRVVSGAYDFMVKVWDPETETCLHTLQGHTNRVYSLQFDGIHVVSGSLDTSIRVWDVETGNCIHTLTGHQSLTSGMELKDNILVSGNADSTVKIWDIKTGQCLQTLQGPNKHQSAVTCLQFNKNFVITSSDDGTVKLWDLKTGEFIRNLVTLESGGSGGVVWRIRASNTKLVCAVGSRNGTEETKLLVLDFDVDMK
GPR151 activ – activators of human GPR151 | activation, % at 11.2 µM | Q8TDV0 | actives 1% (n = 650,000) | PathHunter beta-arrestin GPR151 cells, luminescence | AID 1508602; in the data active = activation above about 4.9%;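 note: 0% = median of compound wells and 100% = cells with positive control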
Target sequence (Q8TDV0 whole entry, looked up): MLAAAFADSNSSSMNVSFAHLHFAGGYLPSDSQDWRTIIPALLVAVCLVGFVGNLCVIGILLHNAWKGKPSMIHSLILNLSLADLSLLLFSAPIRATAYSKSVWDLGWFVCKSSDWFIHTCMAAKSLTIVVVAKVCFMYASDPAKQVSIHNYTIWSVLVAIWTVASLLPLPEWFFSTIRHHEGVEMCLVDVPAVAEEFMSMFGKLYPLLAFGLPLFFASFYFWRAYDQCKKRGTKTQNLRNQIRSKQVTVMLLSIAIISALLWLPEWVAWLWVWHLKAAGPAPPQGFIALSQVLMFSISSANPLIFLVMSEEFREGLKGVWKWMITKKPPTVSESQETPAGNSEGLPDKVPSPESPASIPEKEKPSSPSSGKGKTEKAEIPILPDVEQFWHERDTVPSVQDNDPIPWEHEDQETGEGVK
TEAD-YAP block – TEAD-YAP interaction inhibition; actives 1.4% (n = 640,000); HEK-TIYL cells, TEAD-Gal4/YAP UAS-luciferase luminescence; inhibition, % at 9.12 µM; in the data active = inhibition above about 32%;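 note: 0% = median of test compound wells and 100% = reference inhibitor wells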
* marks the source's active call; other numbers are inactive results. Not a hit list; overall some 3.5% were active at least once.

What do the screens show for `O=C1C2C(C(=O)N1c1ccncc1)C1C=CC2C12CC2` (centres undefined)?
MITF inh: -9; FBW7 activator: 0.1; GPR151 activ: 1.8; TEAD-YAP block: 8

Results for COCCCNc1cc(C)nc2ncnn12 ?
MITF inh: 3; FBW7 activator: 0.1; GPR151 activ: 3.0; TEAD-YAP block: -6

How did Cc1ccc(NC(=O)c2cc(S(=O)(=O)NC3CCCCC3C)ccc2F)cc1Cl (centres undefined) do in these assays?
MITF inh: 16; FBW7 activator: 0.3; GPR151 activ: -0.6; TEAD-YAP block: 8

What do the screens show for `O=C(c1cccnc1)N1c2ccccc2CCc2ccccc21`?
MITF inh: 15; FBW7 activator: 0.1; GPR151 activ: 0.2; TEAD-YAP block: -13

What do the screens show for `COC(=O)c1c(NC(=O)C(Cl)Cl)sc(C)c1C`?
MITF inh: 7; FBW7 activator: -0.2; GPR151 activ: 0.2; TEAD-YAP block: 19

What do the screens show for `COc1ccc([N+](=O)[O-])cc1N(CCC(=O)O)CCC(=O)O`?
MITF inh: 5; FBW7 activator: -0.2; GPR151 activ: 0.2; TEAD-YAP block: 4

What do the screens show for `COc1ccccc1N(CC(=O)NCc1ccc(Cl)cc1)S(C)(=O)=O`?
MITF inh: -5; FBW7 activator: -0.1; GPR151 activ: 2.4; TEAD-YAP block: -10

How did COc1nc(OC)nc(Sc2ccc(N)cc2)n1 do in these assays?
MITF inh: -2; FBW7 activator: -0.3; GPR151 activ: 1.1; TEAD-YAP block: -10

What do the screens show for `O=C(c1ccc2c(c1)CC(c1nc3ccc(-c4cn[nH]c4)cc3c(=O)[nH]1)CO2)C1CC1` (centres undefined)?
MITF inh: -4; FBW7 activator: -0.1; GPR151 activ: 1.3; TEAD-YAP block: 7

How did O=C1NN=C(CC(=O)N2CC[C@@H](c3ccccc3)[C@H](O)C2)C2C=CC=CC12 (some centres undefined) do in these assays?
MITF inh: 22; FBW7 activator: 0.9; GPR151 activ: -1.0; TEAD-YAP block: -1

What do the screens show for `CCCCNC(=O)c1cc(C2CC2)on1`?
MITF inh: 5; FBW7 activator: 0.3; GPR151 activ: 4.6; TEAD-YAP block: -15

What do the screens show for `Cc1ccc2nc(C3CCCCN3C(=O)c3ccncc3)[nH]c2c1` (centres undefined)?
MITF inh: -6; FBW7 activator: -0.2; GPR151 activ: 0.4; TEAD-YAP block: -12

How did COc1cc(-c2nc3n(n2)C(c2cccnc2)C(C(N)=O)=C(C)N3)cc(OC)c1OC (centres undefined) do in these assays?
MITF inh: 9; FBW7 activator: 0.0; GPR151 activ: 0.8; TEAD-YAP block: -4

Results for O=C(Nc1ccccc1Br)c1cc(S(=O)(=O)NC2CCCCC2)ccc1F ?
MITF inh: 10; FBW7 activator: 0.2; GPR151 activ: -1.9; TEAD-YAP block: -1

What do the screens show for `Cc1nc(Sc2nnc3ccccn23)c2c3c(sc2n1)CCC3`?
MITF inh: -12; FBW7 activator: 0.1; GPR151 activ: 0.0; TEAD-YAP block: -1

What do the screens show for `COc1ccc(C(=O)NCCc2nnc3n2CCN(CC(C)CCC=C(C)C)CC3)cc1` (centres undefined)?
MITF inh: 6; FBW7 activator: 0.6; GPR151 activ: -0.7; TEAD-YAP block: 3

How did Cc1cccc2c3c([nH]c12)C1(CCCN(CCC#N)C1)N(C=O)CC3 (centres undefined) do in these assays?
MITF inh: 0; FBW7 activator: -0.5; GPR151 activ: 0.5; TEAD-YAP block: -5

What do the screens show for `CCOC(=O)c1cnn(-c2ccccc2)c1N(C(=O)c1ccccc1F)C(=O)c1ccccc1F`?
MITF inh: -46; FBW7 activator: 0.0; GPR151 activ: -0.7; TEAD-YAP block: 6

What do the screens show for `Cc1ccc(NC(=O)CCCN(C)S(=O)(=O)c2ccc(C)cc2)cc1`?
MITF inh: -15; FBW7 activator: -0.2; GPR151 activ: 1.4; TEAD-YAP block: 11

What do the screens show for `O=c1cc(Nc2ccc3c4c(cccc24)CC3)[nH]c(=O)[nH]1`?
MITF inh: 3; FBW7 activator: 0.0; GPR151 activ: -0.7; TEAD-YAP block: -9

Continued, overlapping the part above by 3 compounds.
What do the screens show for `CCOC(=O)c1cnn(-c2ccccc2)c1N(C(=O)c1ccccc1F)C(=O)c1ccccc1F`?
MITF inh: -46; FBW7 activator: 0.0; GPR151 activ: -0.7; TEAD-YAP block: 6

What do the screens show for `Cc1ccc(NC(=O)CCCN(C)S(=O)(=O)c2ccc(C)cc2)cc1`?
MITF inh: -15; FBW7 activator: -0.2; GPR151 activ: 1.4; TEAD-YAP block: 11

What do the screens show for `O=c1cc(Nc2ccc3c4c(cccc24)CC3)[nH]c(=O)[nH]1`?
MITF inh: 3; FBW7 activator: 0.0; GPR151 activ: -0.7; TEAD-YAP block: -9

Results for COc1cc(C)c(CN2CCc3nnc(CNC(=O)CCc4cccnc4)n3CC2)cc1C ?
MITF inh: 6; FBW7 activator: -0.1; GPR151 activ: 0.9; TEAD-YAP block: 4

Results for COc1ccc(CN2CCNC(=O)C2CC(=O)NCCc2ccccc2Cl)c(F)c1 (centres undefined) ?
MITF inh: 1; FBW7 activator: 0.0; GPR151 activ: -0.4; TEAD-YAP block: 0

Results for COc1ccccc1NC(=O)N1CCCC1C(=O)Nc1ccccc1 (centres undefined) ?
MITF inh: -12; FBW7 activator: 0.0; GPR151 activ: 0.1; TEAD-YAP block: 1

What do the screens show for `COc1ccc(NC(=O)C2=CC(c3ccc(C)cc3)=NS(=O)(=O)N2C)cc1`?
MITF inh: 16; FBW7 activator: 0.7; GPR151 activ: -1.7; TEAD-YAP block: 5

How did Cc1ccc2nc(NC(=O)CSc3nnc(C)c(=O)n3N)sc2c1 do in these assays?
MITF inh: 0; FBW7 activator: 0.2; GPR151 activ: -1.8; TEAD-YAP block: -1

How did O=C(NCCN1CCN(c2ccccc2)CC1)Nc1cccc(Br)c1 do in these assays?
MITF inh: 3; FBW7 activator: 0.6; GPR151 activ: 0.0; TEAD-YAP block: 13

How did Cc1cc(-c2ccccc2)nc2cc(C(=O)Nc3cc(O)cc([N+](=O)[O-])c3)nn12 do in these assays?
MITF inh: 17; FBW7 activator: 0.3; GPR151 activ: 0.3; TEAD-YAP block: 4

How did CC(=O)N=C1c2ccccc2CN1c1cccc([N+](=O)[O-])c1 do in these assays?
MITF inh: 15; FBW7 activator: 0.1; GPR151 activ: 0.7; TEAD-YAP block: 2

Results for COc1ccc([C@@H]2CN(C(=O)C34CC5CC(CC(C5)C3)C4)C[C@H]2C(=O)O)cc1 ?
MITF inh: 9; FBW7 activator: 0.2; GPR151 activ: 0.9; TEAD-YAP block: 2

How did O=C(CCl)Nc1ccccc1N1CCCCC1 do in these assays?
MITF inh: -4; FBW7 activator: 0.2; GPR151 activ: 0.0; TEAD-YAP block: -2

What do the screens show for `CCOC(=O)c1cn(CC)c2ccc(S(=O)(=O)N3CCc4ccccc4C3)cc2c1=O`?
MITF inh: 10; FBW7 activator: 0.1; GPR151 activ: -1.8; TEAD-YAP block: 12

What do the screens show for `COc1cccc(-c2ccc(SCC(=O)c3ccc(Cl)cc3)nn2)c1`?
MITF inh: -6; FBW7 activator: 0.0; GPR151 activ: -2.1; TEAD-YAP block: -9

How did CCOC(=O)CCN(Cc1ccccc1F)S(=O)(=O)c1c(C)cc(C)cc1C do in these assays?
MITF inh: 20; FBW7 activator: 0.1; GPR151 activ: 0.8; TEAD-YAP block: 10

What do the screens show for `COc1ccc(CN2CCN(Cc3cccc(OCCO)c3)CC2CCO)c(C)c1C` (centres undefined)?
MITF inh: 7; FBW7 activator: 0.5; GPR151 activ: -0.8; TEAD-YAP block: 8

What do the screens show for `COCCC(=O)N1CCCC(CCC(=O)NCc2cccc(OC)c2)C1` (centres undefined)?
MITF inh: 8; FBW7 activator: 0.1; GPR151 activ: -0.9; TEAD-YAP block: -3

What do the screens show for `CS(=O)(=O)N(CC(=O)Nc1cccc(F)c1)c1ccccc1Cl`?
MITF inh: 0; FBW7 activator: -0.1; GPR151 activ: 5.0*; TEAD-YAP block: -6

Results for Cc1nn(C)c(C)c1/C=C/C(=O)c1ccc(Cl)cc1Cl ?
MITF inh: 5; FBW7 activator: -0.1; GPR151 activ: -0.6; TEAD-YAP block: 26

How did Cc1nc2sccn2c(=O)c1S(=O)(=O)N1CCCCCC1 do in these assays?
MITF inh: -4; FBW7 activator: 0.0; GPR151 activ: -0.9; TEAD-YAP block: -9

Results for COc1ccc(N2CCN(C(=O)Cn3ncc4cccn4c3=O)CC2)cc1 ?
MITF inh: -4; FBW7 activator: 0.0; GPR151 activ: 0.4; TEAD-YAP block: 7

How did CCOC(=O)C1CCN(C(=O)c2ccc(N3CC4CC(C3)c3cccc(=O)n3C4)c(NC(=O)c3ccc(OC)cc3)c2)CC1 (centres undefined) do in these assays?
MITF inh: -4; FBW7 activator: -0.1; GPR151 activ: 1.1; TEAD-YAP block: -9

Structural class: the compounds so far containing bromine.
Results for O=C(Nc1ccccc1Br)c1cc(S(=O)(=O)NC2CCCCC2)ccc1F ?
MITF inh: 10; FBW7 activator: 0.2; GPR151 activ: -1.9; TEAD-YAP block: -1

How did O=C(NCCN1CCN(c2ccccc2)CC1)Nc1cccc(Br)c1 do in these assays?
MITF inh: 3; FBW7 activator: 0.6; GPR151 activ: 0.0; TEAD-YAP block: 13

Next structures:
What do the screens show for `Cc1nc2ccccc2c(=O)n1-c1ccc(Cl)c(NC(=O)C(C)(C)C)c1`?
MITF inh: -6; FBW7 activator: -0.1; GPR151 activ: 1.1; TEAD-YAP block: -15

How did CCc1cn[nH]c1C1CCN(C(=O)CC2NC(=O)c3ccccc32)CC1 (centres undefined) do in these assays?
MITF inh: 21; FBW7 activator: 1.3; GPR151 activ: -1.2; TEAD-YAP block: 4

Results for O=C(N=Nc1c(O)[nH]c2ccc([N+](=O)[O-])cc12)C(=O)Nc1ccc(O)cc1 ?
MITF inh: 18; FBW7 activator: 0.1; GPR151 activ: -0.2; TEAD-YAP block: 5

Results for O=C1C2C3C=CC(C3=C3CCCC3)C2C(=O)N1c1cccc(Cl)c1 (centres undefined) ?
MITF inh: 1; FBW7 activator: 0.1; GPR151 activ: -0.9; TEAD-YAP block: 0

How did Cc1cc(NC(=O)Cn2c3ccccc3c(=O)c3ccc(Cl)cc32)no1 do in these assays?
MITF inh: 2; FBW7 activator: 0.0; GPR151 activ: 0.8; TEAD-YAP block: 12

What do the screens show for `CCN(CC)C(=O)c1sc(NC(=O)c2ccc(F)cc2)c(C(=O)OC)c1C`?
MITF inh: -8; FBW7 activator: 0.0; GPR151 activ: 5.1*; TEAD-YAP block: 1

Results for CCc1cccc2c(/C=C3\NC(=S)N(CC)C3=O)cn(CC(N)=O)c12 ?
MITF inh: 6; FBW7 activator: 0.0; GPR151 activ: -0.2; TEAD-YAP block: 4

What do the screens show for `COc1ccccc1N(CC(O)CN(C)C)S(=O)(=O)c1ccc(C)cc1` (centres undefined)?
MITF inh: 13; FBW7 activator: 1.1; GPR151 activ: -0.1; TEAD-YAP block: -10

Results for Cc1ccc(NC(=O)c2cccc(-n3cc(NC(=O)Cc4cccc(C)c4)cn3)c2)cc1 ?
MITF inh: 2; FBW7 activator: 0.0; GPR151 activ: -0.4; TEAD-YAP block: 8

What do the screens show for `CC1(C)C(=O)NC2CCCCC2N1C(=O)CCl` (centres undefined)?
MITF inh: 10; FBW7 activator: 0.9; GPR151 activ: 5.3*; TEAD-YAP block: 9

How did CC(=O)Nc1ccc(Nc2cc(Nc3nc4ccccc4n3C)ncn2)cc1 do in these assays?
MITF inh: 44; FBW7 activator: -0.2; GPR151 activ: -0.3; TEAD-YAP block: -4

What do the screens show for `COC(=O)C1=CNC=C(C(=O)OC)C1c1ccc(C)s1`?
MITF inh: -18; FBW7 activator: 0.6; GPR151 activ: 1.4; TEAD-YAP block: -28

What do the screens show for `COc1ccccc1NC(=O)CSc1nc2ccccc2c(=O)n1CCC(=O)NC1CCCCC1`?
MITF inh: 3; FBW7 activator: 0.0; GPR151 activ: 0.9; TEAD-YAP block: 1

What do the screens show for `CCc1nn(CC(=O)NC2CCCC2)c(=O)c2cccn12`?
MITF inh: -10; FBW7 activator: -0.2; GPR151 activ: -0.1; TEAD-YAP block: 4

How did O=C(NCc1nnc2n1CCN(C(=O)COc1ccccc1)CC2)c1ccncc1 do in these assays?
MITF inh: -3; FBW7 activator: 0.0; GPR151 activ: 0.4; TEAD-YAP block: -4

How did Cc1cc(C)c2c(N)c(C(=O)OCc3ccccc3)sc2n1 do in these assays?
MITF inh: 8; FBW7 activator: 0.3; GPR151 activ: -0.9; TEAD-YAP block: -71

How did COc1cc(/C=C(/C#N)C(=O)Nc2cccc([N+](=O)[O-])c2)ccc1O do in these assays?
MITF inh: -3; FBW7 activator: -0.1; GPR151 activ: 0.5; TEAD-YAP block: -14

What do the screens show for `COC(=O)Cc1ccc(NC(=S)Nc2ccccn2)cc1`?
MITF inh: 19; FBW7 activator: -0.2; GPR151 activ: 0.2; TEAD-YAP block: -25

What do the screens show for `C[n+]1cc(C(=O)NCCC[N+]2(C)CCCC2)ccc1/C=N/O`?
MITF inh: -16; FBW7 activator: -0.1; GPR151 activ: 0.6; TEAD-YAP block: -2

What do the screens show for `Cc1ccc(CC(=O)Nc2cccc([N+](=O)[O-])c2)cc1`?
MITF inh: -10; FBW7 activator: -0.2; GPR151 activ: -1.6; TEAD-YAP block: -20

What do the screens show for `O=C(N/N=C/c1ccc(Cl)cc1)c1ccc2c(c1)OCO2`?
MITF inh: -37; FBW7 activator: -0.1; GPR151 activ: 0.0; TEAD-YAP block: 2

Results for O=C(Nc1cccc2ccccc12)NC12CC3CC(CC(C3)C1)C2 ?
MITF inh: -14; FBW7 activator: 0.0; GPR151 activ: -0.3; TEAD-YAP block: -6

Bioassay records as filed in PubChem BioAssay.
